G6PDH CS: L. mesenteroides G6PDH inhibitors, counter-screen for G6PDH-coupled screening assays, biochemical, Leuconostoc mesenteroides enzyme | glucose-6-phosphate dehydrogenase [Leuconostoc mesenteroides] | Purified L. mesenteroides G6PDH, diaphorase/resazurin coupled fluorescence, 45 min | inhibition, % at 5 µM | hit rate 0.12% among 200,000; in the data active = inhibition above about 50%
FLuc inh counter: firefly luciferase enzyme inhibitors, primary screen, artefact control for luciferase-based inhibitor screens, biochemical, luminescence, ATPLite; 10 min; inhibition, % at 10 µM; hit rate 1.5% among 200,000; AID 1006, 2008;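 active = inhibition above about 50% when tested at 10 µM, limit read from the data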
Target sequence (P08659 whole entry, looked up): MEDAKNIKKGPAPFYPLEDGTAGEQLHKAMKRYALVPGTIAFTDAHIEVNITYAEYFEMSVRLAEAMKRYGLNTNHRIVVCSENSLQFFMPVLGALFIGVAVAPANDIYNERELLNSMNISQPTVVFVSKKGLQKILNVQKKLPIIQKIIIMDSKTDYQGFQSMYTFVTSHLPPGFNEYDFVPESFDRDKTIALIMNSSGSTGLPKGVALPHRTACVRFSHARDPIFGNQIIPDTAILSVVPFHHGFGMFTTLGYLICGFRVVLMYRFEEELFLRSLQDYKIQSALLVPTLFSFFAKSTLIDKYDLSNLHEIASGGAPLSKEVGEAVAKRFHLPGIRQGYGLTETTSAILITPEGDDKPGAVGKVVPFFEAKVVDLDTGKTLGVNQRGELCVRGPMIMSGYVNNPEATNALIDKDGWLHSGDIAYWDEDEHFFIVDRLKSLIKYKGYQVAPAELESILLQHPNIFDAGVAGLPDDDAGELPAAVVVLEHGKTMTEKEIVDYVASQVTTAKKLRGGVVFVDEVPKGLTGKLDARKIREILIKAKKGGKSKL
STAT1 activator: STAT1 signaling activators, primary screen, cell-based, HTS, luciferase reporter | NIH 3T3 STAT1-luciferase reporter, IFN-gamma, luminescence; 100% = IFN-gamma alone, no compound | activation (% of control), % at 5.5 µM | hit rate 2.6% among 200,000 | AID 932, 2007;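 active = activation above the screen-wide mean activation plus 3 SD, cut at about 130% in these data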;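 note: raw ratio to IFN-gamma control signal so 100% means no change and 0% no light; values of inactives mirror those of a sister screen read the other way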
DTT redox prof: compounds producing H2O2 with reducing agent – biochemical, NIH compound library profiling, artefact control for MLSCN library redox annotation, primary screen. activation, % at 10 µM. DTT-dependent redox cycling H2O2, phenol red/HRP absorbance; 100% = 100 µM peroxide control, 0% = buffer. AID 878, 2007. hit rate 0.03% among 200,000;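 active = activation of at least 50% relative to the plate's high and low controls in the primary single-dose screen; inactive = activation below 50%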;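 note: compound incubated with DTT at 0.8 mM final as the reducing agent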
NF-kB neuron act: activators of NF-kB expression in neurons, primary screen, cell-based, HTS; human neuronal cells, NF-kB reporter expression; active compounds read high; fold change at 12.5 µM; hit rate 1.6% among 190,000; AID 1239, 2008; in the data active = fold change above about 3.3
APP transl inh: inhibitors of APP translation via 5'UTR reporter, primary screen, APP 5'UTR luciferase, SH-SY5Y cells; AID 1285, 2008; hit rate 0.82% among 190,000; inhibition, % at 2 µM; SH-SY5Y APP 5'UTR-luciferase reporter, luminescence;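 active = inhibition above a set limit, derived from the sample mean plus 3 SD, cut at about 45% in these data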; note: values of inactives mirror those of a sister screen read the other way
APP 5'UTR act: activators of APP 5'UTR luciferase reporter, primary screen, SH-SY5Y cells | SH-SY5Y APP 5'UTR luciferase reporter, luminescence; zero percent = DMSO vehicle wells | activation, % at 2 µM | hit rate 1% among 190,000 | AID 1276, 2008;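 active = activation above a set limit, based on mean plus 3 SD of controls, cut at about 140% in these data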; note: values of inactives mirror those of a sister screen read the other way
HMGR II inh: inhibitors of E. faecalis class II HMGR, primary screen, biochemical, Enterococcus faecalis; HMG-CoA reductase (Enterococcus faecalis, mvaE); purified E. faecalis HMGR, NADPH absorbance 340 nm kinetic; inhibition, % at 10 µM; hit rate 0.41% among 190,000; AID 1066, 2008;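 active = inhibition above a set limit, the median over all tested compounds plus 3 SD, cut at about 9.5% in these data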;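 note: enzyme runs in reverse so mevalonate oxidation gives rising NADPH absorbance; 0% = complete reaction with DMSO and 100% = background rate lacking mevalonate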
FLuc act counter: FLuc activators, initial screening, artefact control for FLuc-dependent activation tests, biochemical, ATPlite luminescence; ATPlite luciferase biochemical, 10 min; 0 = ATP-free wells, 1 = DMSO control; activation factor at 10 µM; 200,000 tested, under 10 active; AID 1027, 2008;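 active = luciferase activation factor, scaled between plate controls, of at least 2 with compound at 10 µM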
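System: luciferase plus luciferin reagent, cell-free; medium: PBS as buffer for the ATP substrate; dosing: test compounds dosed from 2 mM stocks in 100% DMSO; timing: 10 min post-reagent at room temperature; measured by: luminescence measurement of luciferase light output; evaluation: luciferase activation, seen as luminescence increase over controls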
Hsp70 activator: Hsp70 transcriptional activators, primary screen, cell-based, HeLa, Hsp70 promoter luciferase, luminescence, 10 µM; HeLa Hsp70 promoter luciferase reporter; scaled: vehicle 0, proteasome-inhibitor control 100%; activation, % at 10 µM; hit rate 0.04% among 200,000;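 active = activation above the mean across all tested compounds plus 3 SD, cutoff set per campaign, cut at about 5.5% in these data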;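 note: 100% = MG132 at 30 µM as the positive control and 0% = DMSO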
* marks the source's active call; other numbers are inactive results; . = not tested or not shown.

Value order – G6PDH CS | FLuc inh counter | STAT1 activator | DTT redox prof | NF-kB neuron act | APP transl inh | APP 5'UTR act | HMGR II inh | FLuc act counter | Hsp70 activator
- CCc1cccc2c(C(=O)COC(=O)c3nn(C)c(=O)c4ccccc34)c[nH]c12
    13 | -1 | 97 | 0.0 | 0.51 | -4 | 4 | -5 | 1 | -0.6
- CCOC(=O)C(C(=O)Nc1ccccc1)C1CCCCC1 (centres undefined)
    2 | -5 | 102 | 0.1 | 1 | -14 | 14 | 0 | 1 | -0.4
- Nc1nc(SCC(=O)NCc2ccccc2)[nH]c(=O)c1NC(=O)c1ccccc1F
    12 | -3 | 106 | -0.1 | 1.1 | -7 | 7 | -2 | 1 | 0.2
- Cc1ccc2cccc(OCc3nnc(SCC(=O)O)n3C)c2n1
    4 | -7 | 98 | -0.5 | 1.2 | 13 | -13 | 1 | 1.1 | -0.1
- CCOc1ccc(C(=O)NCCO)cc1
    6 | -10 | 103 | 0.4 | 1.4 | -11 | 11 | 1 | 1.1 | 0.3
- CSc1nnc(CNC(=O)c2ccccc2)n1-c1cccc(C)c1
    12 | -2 | 101 | -1.2 | 1.4 | -11 | 11 | -3 | 1 | -0.3
- CCCCNC(=O)COC(=O)CCC(=O)c1cccs1
    -2 | 8 | 99 | 0.5 | 0.88 | -10 | 11 | -4 | 0.9 | -0.3
- COc1ccccc1Nc1nc(N)nc(CN2CCN(c3ccccc3F)CC2)n1
    -13 | -7 | 95 | -0.4 | 0.91 | 11 | -11 | 1 | 1.1 | 0.8
- COCCNC(=O)CSc1ccc(C)cc1
    0 | -4 | 102 | -2.5 | 1.2 | -3 | 3 | -1 | 1 | 0.0
- COc1ccccc1NC(=O)CSc1nc2ccccc2c(=O)n1CCNC(C)=O
    3 | -6 | 100 | -0.2 | 0.67 | 9 | -9 | 0 | 1.1 | 0.1
- Nc1ccc(Br)c2c1C(=O)c1ccccc1C2=O
    7 | 4 | 116 | 2.9 | 1.3 | -1 | 1 | 5 | 1 | 0.1
- COCCCn1c(SCC(=O)Nc2ccc(C)cc2)nc2ccccc2c1=O
    8 | -6 | 103 | 1.4 | 1 | 6 | -6 | 0 | 1.1 | -0.1
- CCn1c(C2CCN(S(=O)(=O)c3ccc(OC)cc3)CC2)n[nH]c1=S
    4 | -2 | 92 | -0.9 | 1.2 | -6 | 6 | -6 | 1 | -0.2
- COC(=O)c1cc(OC)c(OC)cc1NC(=O)Cn1nnc(-c2ccccc2Cl)n1
    -28 | -3 | 106 | 2.4 | 1.3 | -20 | 20 | 0 | 1 | 0.0
- Cc1ccc(/C=C/C(=O)NCc2ccccn2)o1
    10 | -3 | 94 | -0.5 | 1.1 | 8 | -8 | -5 | 1 | -0.3
- CC(C)C(c1nnnn1C(C)(C)C)N1CCN(Cc2cccnc2)CC1 (centres undefined)
    13 | -1 | 99 | -1.1 | 1.2 | -7 | 7 | 0 | 1 | -0.3
- CCN(CC)S(=O)(=O)c1ccc(N2CCOCC2)c(NC(=O)c2ccc3ccccc3c2)c1
    9 | -8 | 93 | -0.8 | 0.56 | 4 | -3 | -3 | 1.1 | 0.0
- O=C1N/C(=C/c2cccs2)C(=O)N1Cc1ccccc1F
    9 | -3 | 97 | 0.7 | 1.1 | -6 | 6 | -7 | 1 | -0.2
- Fc1ccccc1OCC1CCCN(Cc2nc(CC3CC3)no2)C1 (centres undefined)
    9 | -6 | 108 | -0.6 | 1.1 | 17 | -17 | -5 | 1.1 | -0.3
- N#CC1=C(N)S[C@@H](C(=O)c2ccc(F)cc2)[C@@H]1c1cccs1
    3 | 2 | 102 | 0.5 | 1.1 | -3 | 3 | -4 | 1 | -0.2
- COCn1c(-c2ccc(OC)c(OC)c2)nc2ccccc21
    0 | 38 | 132* | 0.6 | 1.8 | -73 | 73 | 3 | 0.6 | 0.5
- COc1ccc(-c2c(C)nn(-c3ccccc3)c2N)cc1
    4 | 15 | 123 | -0.4 | 2.3 | -8 | 7 | 1 | 0.9 | 0.0
- CC(=O)Nc1ccc(S(=O)(=O)N(C)Cc2ccccc2)cc1
    9 | -4 | 97 | 0.8 | 0.85 | 8 | -8 | 4 | 1 | -0.1
- Cc1ccc(S(=O)(=O)NNC(=O)C(=O)NNS(=O)(=O)c2ccc(C)cc2)cc1
    7 | -2 | 94 | -0.6 | 1.1 | -6 | 6 | -6 | 1 | -0.2
- O=C(OCC(=O)N1CCN(C(=O)c2ccco2)CC1)c1cc(=O)c2ccccc2o1
    4 | -2 | 99 | 0.3 | 1.2 | -4 | 4 | -6 | 1 | -0.1
- Cc1ccc2cccc(OCC(=O)Nc3ccc4c(c3)OCO4)c2n1
    -10 | -2 | 102 | -0.9 | 1 | -14 | 14 | -2 | 1 | -0.5
- O=S(=O)(c1cccs1)N1CCc2ccccc2C1
    1 | -4 | 101 | 0.5 | 1.1 | -8 | 8 | 1 | 1 | -0.2
- COc1ccc(OCCC(=O)OCC(=O)NCCC2=CCCCC2)cc1
    14 | 0 | 101 | 0.1 | 1.1 | -6 | 6 | 0 | 1 | -0.3
- O=C(NN=C(Cc1ccccc1)Cc1ccccc1)c1ccc(F)cc1
    12 | 4 | 111 | 0.0 | 1.6 | 7 | -7 | 0 | 1 | 0.1
- CC(=O)Oc1ccc2oc(=O)c3c(c2c1)CCCN3C(=O)CN1CCN(c2ncccn2)CC1
    0 | -5 | 106 | 2.1 | 1.1 | 9 | -9 | -4 | 1.1 | -0.3
- COc1ccc(Cl)cc1NC(=S)NCc1cccnc1
    10 | 1 | 99 | 0.5 | 1.2 | -4 | 4 | -5 | 1 | 0.0
- COC(=O)C1=CN(CC2CCCO2)C=C(C(=O)OC)C1c1cc(OC)c(OC)c(OC)c1 (centres undefined)
    17 | -1 | 99 | -0.1 | 1.5 | 12 | -12 | 1 | 1 | -0.4
- CC(C)N1CCC(N2CCN(C3CCCCCC3)CC2CCO)CC1 (centres undefined)
    3 | -7 | 102 | -1.6 | 1.2 | -1 | 1 | 4 | 1.1 | -0.3
- COc1ccc(N2C(C)=CS/C2=C(/C#N)c2nnc(N3CCOCC3)n2-c2ccccc2)cc1
    2 | -6 | 97 | -2.3 | 1.1 | 0 | 0 | -2 | 1.1 | 0.0
- CCOC(=O)N1CCN(Cc2nc3c(c(=O)n(C)c(=O)n3C)n2Cc2ccc(F)cc2)CC1
    23 | -1 | 99 | -0.3 | 0.84 | 8 | -8 | -6 | 1 | -0.3
- O=C(c1ccc(Cl)c([N+](=O)[O-])c1)N(Cc1ccccc1)C1CCS(=O)(=O)C1 (centres undefined)
    -9 | -6 | 102 | 0.5 | 0.98 | -5 | 5 | 2 | 1.1 | 0.0
- O=C(Nc1ccc2sccc2c1)c1ccc(Cl)s1
    -21 | 30 | 192* | 0.2 | 7.7* | -206 | 206* | -4 | 0.7 | 0.0
- Cc1nnc(NC(=O)c2csc3c2CCCC3)s1
    8 | 3 | 84 | -0.5 | 1.3 | -21 | 21 | 0 | 1 | -0.3
- Cc1cccc(-c2nsc(SCC(=O)N3CCCC3)n2)c1
    -4 | 30 | 134* | -0.5 | 3.9* | -87 | 87 | 2 | 0.7 | 0.0
- CC12CCC(=O)N1c1ccccc1C(=O)N2c1ccccc1 (centres undefined)
    -1 | -8 | 101 | 0.9 | 1.1 | -2 | 2 | -3 | 1.1 | -0.1
- CCOC(=O)c1cc2occc2n1CC(=O)NCCOC
    -8 | -7 | 92 | -0.1 | 1.4 | -5 | 5 | 1 | 1.1 | 0.0
- Fc1ccc(NC(=S)Nc2cccc(Cl)c2)cc1
    -8 | -5 | 82 | 0.2 | 0.87 | 6 | -6 | -2 | 1 | -0.3
- Cc1sc2ncnc(NCC(c3ccco3)N(C)C)c2c1C (centres undefined)
    . | . | 78 | 2.5 | 0.49 | 4 | -4 | -4 | . | 0.6
- N=C(N)SCc1ccc(Cl)cc1Cl
    5 | 4 | 89 | 1.1 | 1 | -6 | 6 | -1 | 1 | -0.2
- Cc1cc(SCC(=O)OCC(=O)NCC2CCCO2)c(C)cc1Br (centres undefined)
    4 | 0 | 92 | 0.1 | 1.1 | -10 | 10 | -4 | 1 | 0.0
- S=C(NCCCN1CCOCC1)Nc1ccc(Cl)c(Cl)c1
    6 | -7 | 94 | 0.0 | 1 | 0 | 0 | 0 | 1.1 | -0.2
- CCOC(=O)c1sc(NC(=O)c2ccc(OC)cc2)nc1C
    7 | 10 | 105 | 0.3 | 1.7 | -41 | 41 | -1 | 0.9 | -0.2
- FC(F)(F)c1ccc2c(c1)n(Cc1ccccc1)c1[n+]2CCCCC1
    4 | -1 | 90 | -2.6 | 0.85 | -5 | 5 | -1 | 1 | -0.1
- COc1cccc(C2Nc3ccccc3C(=O)N2O)c1O (centres undefined)
    16 | 10 | 90 | -0.7 | 1.4 | -12 | 13 | -8 | 0.9 | -0.1
- CC(C)(C)NC(=O)/C=C/c1cccs1
    3 | 0 | 101 | -2.2 | 0.94 | -10 | 10 | 5 | 1 | 0.6

Overlap with the part before: 3 compounds, followed by the next part.
Value order – G6PDH CS | FLuc inh counter | STAT1 activator | DTT redox prof | NF-kB neuron act | APP transl inh | APP 5'UTR act | HMGR II inh | FLuc act counter | Hsp70 activator
- FC(F)(F)c1ccc2c(c1)n(Cc1ccccc1)c1[n+]2CCCCC1
    4 | -1 | 90 | -2.6 | 0.85 | -5 | 5 | -1 | 1 | -0.1
- COc1cccc(C2Nc3ccccc3C(=O)N2O)c1O (centres undefined)
    16 | 10 | 90 | -0.7 | 1.4 | -12 | 13 | -8 | 0.9 | -0.1
- CC(C)(C)NC(=O)/C=C/c1cccs1
    3 | 0 | 101 | -2.2 | 0.94 | -10 | 10 | 5 | 1 | 0.6
- CCOc1nc(C)cc(C)c1S(=O)(=O)c1ccc(Cl)cc1
    9 | -7 | 96 | -1.8 | 0.97 | -4 | 4 | -7 | 1.1 | 0.6
- O=[N+]([O-])c1ccc(Cl)cc1N1CCCC1
    8 | -6 | 95 | -1.2 | 1.2 | -1 | 1 | -7 | 1.1 | 0.0
- Cc1ccc(C2C(C#N)=C(N)SC(N)=C2C#N)c(C)c1
    16 | -1 | 88 | -1.3 | 1.2 | 10 | -10 | -8 | 1 | 0.1
- COc1nccnc1NS(=O)(=O)c1ccc(NC(=S)NC(=O)/C=C/c2ccc(F)cc2)cc1
    4 | -3 | 99 | 0.1 | 1 | 3 | -3 | -1 | 1 | 0.5
- C=CCn1c(Cc2cccs2)nnc1SCC(=O)c1ccc2ccccc2c1
    3 | -4 | 111 | -0.9 | 1.3 | 0 | 0 | -3 | 1 | 0.4
